CatS inh: human cathepsin S inhibition; P25774; recombinant cathepsin S, AMC dipeptide fluorescence, pooled mixtures; inhibition, %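 (tested at 5 µM per compound within 10-compound mixtures)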; actives 0.06% (n = 62,000); in the data active means inhibition above about 32%, passing the limit was not always enough;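 further: 0% = enzyme without compound and 100% = blank without enzyme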
JNK3 inh: JNK3 (human) kinase inhibition; purified JNK3 kinase activity, HTS; inhibition, % at 8 µM; AID 746; actives 0.61% (n = 60,000); P53779; in the data active means inhibition above about 17%;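 further: 0% = DMSO and 100% = reference inhibitor; many of its hits are not listed in these tables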
CatG inh: blocks human cathepsin G enzyme activity; purified enzyme, AMC-tetrapeptide fluorescence, pooled mixtures; inhibition, % at 5 µM (by protocol); actives 0.2% (n = 62,000); AID 581;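 active means inhibition above 20% in each of the two mixture wells holding the compound; inactive means inhibition of 20% or less in either well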;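 further: 0% = enzyme control without mixture and 100% = blank lacking enzyme; strong numbers were not always called active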
FXIa mix inh: factor XIa (human) inhibition, mixture screen. P03951. inhibition, % at 5 µM. purified FXIa, fluorogenic substrate, pooled mixtures. actives 0.19% (n = 62,000). AID 680;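 further: each value is inhibition by a whole ten-compound pool holding the compound; 0% = enzyme with no mixture and 100% = wells lacking enzyme; strong numbers were not always called active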
FXIIa mix inh: factor XIIa (human) inhibition, mixture screen | inhibition, % at 5 µM | P00748 | AID 684 | purified FXIIa, fluorogenic substrate, pooled mixtures | actives 0.2% (n = 62,000);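 further: 0% = enzyme without compound and 100% = no enzyme blank; some results filed as inactive read as strong as hits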
PKA kinase inh: inhibitors of human protein kinase A; PKA Kemptide phosphorylation, Kinase-Glo ATP luminescence; P17612; actives 0.1% (n = 65,000); inhibition, % at 6 µM;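 active means inhibition above the screen-wide mean inhibition plus 3 SD, cut at about 21% in these data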; further: many of its hits are not listed in these tables
C1s inh: human complement C1s inhibition; actives 0.16% (n = 62,000); purified C1s, fluorogenic AMC substrate, pooled mixtures; mean inhibition % of two 10-compound mixtures (hits give high values), % at 5 µM (by protocol); P09871;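 active means inhibition above 20% in each of the two 10-compound mixture wells holding the compound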;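 further: 0% = enzyme wells lacking compound mixture and 100% = no-enzyme blank wells; some compounds called inactive have numbers as strong as hits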
CatL inh: inhibitors of human cathepsin L. P07711. purified cathepsin L, fluorogenic substrate, fluorescence. inhibition, %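 (tested at 10 µM)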. actives 0.17% (n = 58,000). AID 460; in the data active means inhibition above about 45%;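 further: 0% = enzyme with no compound and 100% = no enzyme blank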
ROCK2 inh: blocks human Rho kinase 2 activity; AID 604; inhibition, % at 6 µM; O75116; purified ROCK2, Kinase-Glo ATP depletion luminescence; actives 0.35% (n = 60,000);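 active means inhibition above the screen-wide mean inhibition plus 3 SD, cut at about 18% in these data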;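 further: plate controls were DMSO wells for no effect and Y-27632 control wells after no-enzyme background subtraction for full effect; many of its hits are not listed in these tables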
Target sequence (O75116 whole entry, looked up): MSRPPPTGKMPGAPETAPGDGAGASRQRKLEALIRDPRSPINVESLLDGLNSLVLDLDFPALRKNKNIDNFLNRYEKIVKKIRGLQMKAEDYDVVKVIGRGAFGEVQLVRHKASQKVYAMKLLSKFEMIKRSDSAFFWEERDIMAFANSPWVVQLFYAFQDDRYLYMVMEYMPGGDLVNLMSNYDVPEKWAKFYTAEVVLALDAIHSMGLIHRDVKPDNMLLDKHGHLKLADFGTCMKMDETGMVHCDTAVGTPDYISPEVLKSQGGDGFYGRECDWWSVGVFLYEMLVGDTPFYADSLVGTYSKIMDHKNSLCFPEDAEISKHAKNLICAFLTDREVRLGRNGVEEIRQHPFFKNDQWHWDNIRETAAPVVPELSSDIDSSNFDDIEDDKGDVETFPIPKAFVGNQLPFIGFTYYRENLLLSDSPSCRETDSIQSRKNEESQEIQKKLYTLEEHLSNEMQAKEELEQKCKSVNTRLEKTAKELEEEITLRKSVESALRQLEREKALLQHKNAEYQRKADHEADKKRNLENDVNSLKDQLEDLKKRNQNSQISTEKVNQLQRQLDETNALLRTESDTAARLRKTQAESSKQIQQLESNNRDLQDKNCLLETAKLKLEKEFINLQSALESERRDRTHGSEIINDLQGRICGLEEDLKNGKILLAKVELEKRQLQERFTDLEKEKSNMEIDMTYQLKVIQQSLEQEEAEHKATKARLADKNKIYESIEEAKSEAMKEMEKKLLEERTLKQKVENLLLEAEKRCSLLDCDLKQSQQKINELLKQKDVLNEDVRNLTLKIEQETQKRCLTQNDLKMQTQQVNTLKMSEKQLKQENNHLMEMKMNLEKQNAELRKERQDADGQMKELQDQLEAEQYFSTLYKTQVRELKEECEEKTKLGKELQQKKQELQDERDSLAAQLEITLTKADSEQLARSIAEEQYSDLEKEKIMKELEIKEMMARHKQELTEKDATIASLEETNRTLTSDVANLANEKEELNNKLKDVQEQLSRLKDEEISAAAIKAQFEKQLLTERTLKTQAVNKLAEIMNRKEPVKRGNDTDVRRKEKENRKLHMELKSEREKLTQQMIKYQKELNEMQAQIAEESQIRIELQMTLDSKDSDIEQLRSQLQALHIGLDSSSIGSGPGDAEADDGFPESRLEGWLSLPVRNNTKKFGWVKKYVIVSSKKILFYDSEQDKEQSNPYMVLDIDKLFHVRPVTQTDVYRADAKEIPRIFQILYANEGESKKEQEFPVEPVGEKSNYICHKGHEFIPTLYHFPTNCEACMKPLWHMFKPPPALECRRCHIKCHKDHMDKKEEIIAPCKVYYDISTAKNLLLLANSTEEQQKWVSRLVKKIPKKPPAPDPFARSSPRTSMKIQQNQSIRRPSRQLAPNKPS
Active calls of the source: *; / = no result given. Unless noted, no stated cut-off is given here; in the data, active means inhibition above about 20% (passing the limit was not always enough); inactive means the rest. Rows are unselected; any-hit rate near 1.5%.

CatS inh	JNK3 inh	CatG inh	FXIa mix inh	FXIIa mix inh	PKA kinase inh	C1s inh	CatL inh	ROCK2 inh	Compound
-5	5	-8	25	-18	5	11	/	0	COc1ccc(C(=O)c2c(C)oc3ccc(O)c(CN4CCOCC4)c23)cc1
-4	1	7	11	2	-4	12	4	-6	CC(=O)Nc1cccc(NC(=O)C2CCCN2C(=O)Nc2ccccc2C)c1 (centres undefined)
3	2	10	2	2	8	11	16	5	Cc1cc(C(=O)NC2CCCc3ccccc32)no1 (centres undefined)
1	-3	6	-6	-25	10	-24	28	7	CCN(Cc1cc2ccccc2[nH]c1=O)C(=O)c1cccnc1
-6	-2	-3	5	4	5	0	/	4	COc1cc(OC)cc(C(=O)Nn2c(C)nc3ccccc3c2=O)c1
9	9	8	1	9	2	-2	4	2	Cc1nc(NC(=O)c2ccccc2)sc1-c1csc(N)n1
3	1	-6	4	4	2	-81	5	0	O=C(Nc1cnccn1)c1cccc(C(F)(F)F)c1
-5	-1	8	9	8	3	14	-5	-1	CSC1=NCCN1C(=O)COc1ccc2ccccc2c1
/	-11	/	/	/	-1	/	-1	0	CC1(C)C2CCC1(C)C(OC(=O)CC(=O)O)C2 (centres undefined)
15	-1	3	13	1	3	1	4	7	CCOC(=O)c1oc2ccccc2c1CSc1nnnn1-c1ccc(OC)cc1

Rewritten with bars between the fields: entries from further up
SMILES | CatS inh | JNK3 inh | CatG inh | FXIa mix inh | FXIIa mix inh | PKA kinase inh | C1s inh | CatL inh | ROCK2 inh
Cc1cc(C(=O)NC2CCCc3ccccc32)no1 (centres undefined) | 3 | 2 | 10 | 2 | 2 | 8 | 11 | 16 | 5
CCN(Cc1cc2ccccc2[nH]c1=O)C(=O)c1cccnc1 | 1 | -3 | 6 | -6 | -25 | 10 | -24 | 28 | 7
COc1cc(OC)cc(C(=O)Nn2c(C)nc3ccccc3c2=O)c1 | -6 | -2 | -3 | 5 | 4 | 5 | 0 | / | 4
Cc1nc(NC(=O)c2ccccc2)sc1-c1csc(N)n1 | 9 | 9 | 8 | 1 | 9 | 2 | -2 | 4 | 2
O=C(Nc1cnccn1)c1cccc(C(F)(F)F)c1 | 3 | 1 | -6 | 4 | 4 | 2 | -81 | 5 | 0

(listing goes on)
CatS inh	JNK3 inh	CatG inh	FXIa mix inh	FXIIa mix inh	PKA kinase inh	C1s inh	CatL inh	ROCK2 inh	Compound
-2	-3	9	9	8	10	1	/	7	CSC1=C(C#N)C(c2ccccc2Cl)C2=C(CCCC2=O)N1 (centres undefined)
-7	2	27	9	3	-10	17	-5	-7	Cc1csc(NC(=O)CSc2nnc(-c3ccoc3C)n2CCc2ccccc2)n1
-6	-1	5	-1	2	3	-10	15	2	CC(C)(C)OC(=O)N1CCCC(C(=O)CC#N)C1 (centres undefined)
5	8	-2	3	-6	-1	-4	8	1	CCCCC(=O)Nc1cc(NC(=O)CCCC)cc(C(=O)O)c1
10	-3	3	9	5	-4	-1	7	-2	COc1ccccc1CC(=O)NCC1CCCO1 (centres undefined)
-2	-3	8	3	5	-2	10	6	-11	CC(=O)c1cccc(NC(=O)N2CCCC2C(=O)Nc2ccccc2C)c1 (centres undefined)
/	3	/	/	/	3	/	0	9	COC(=O)CSc1nc(N)nc(C)c1Br
1	/	10	5	4	/	12	16	/	COc1ccc(S(=O)(=O)NCCSc2ccccc2)cc1OC
12	-1	13	-3	5	2	1	15	4	CN(CCNC(=O)C1CCN(S(=O)(=O)c2cnc[nH]2)CC1)Cc1ccccc1
-3	5	6	-4	1	12	-8	-9	7	CC1(C)CC(=O)C=C(Nc2ccccc2F)C1
-30	1	-17	-28	11	5	-195	-8	7	O=C(COc1ccc(S(=O)(=O)NC2CCCCC2)cc1Cl)NCc1cccnc1
17	-8	5	-2	-3	1	-19	5	-6	Cc1ccccc1-n1c(Cn2c(=O)sc3ccccc32)nnc1SCC(N)=O
-3	-1	7	4	7	9	13	0	5	O=C(Nc1cnccn1)C1c2ccccc2Oc2ccccc21
-1	2	6	8	1	2	-7	5	1	CCn1nnnc1SCC(=O)c1cc(OC)ccc1OC
8	-4	9	-7	9	1	-4	/	-3	O=C(c1cccnc1)N1CCN(C(=O)c2cccs2)CC1
4	-4	-1	-4	-20	10	-5	1	5	Cc1nc2sc(C(c3ccc(Br)cc3)N3CC(C)OC(C)C3)c(O)n2n1 (centres undefined)
13	-2	4	-4	5	8	1	16	7	CCOc1ccc(N2CC(C(=O)Nc3ccc(S(=O)(=O)N4CCOCC4)cc3)CC2=O)cc1 (centres undefined)
18	-2	2	5	11	-7	-8	-3	6	CCCC1CCC(c2nc(-c3cccnc3)no2)CC1 (centres undefined)
-2	-2	9	4	8	7	15	1	0	CN(C)C(=O)c1cc(S(=O)(=O)N(C)C)c(Cl)cc1N1CCCC1
-4	-2	-5	0	7	8	-39	11	4	Cn1c(NC(=O)c2cc(Br)ccc2Cl)cc(=O)n(C)c1=O
2	-6	2	8	2	3	6	27	-2	O=C(CSCCc1ccccn1)Nc1cccnc1
2	6	29	-1	-1	11	-19	-155	6	CCOC(=O)c1cnn2c(C)cc(-c3ccc(F)cc3)nc12
-23	-3	-33	-41	-21	-12	-58	3	-4	Clc1ccc(NCc2nnc3n2CCCCC3)cc1
0	2	-7	-11	7	0	-51	0	0	COc1cc(NC(=O)CN(c2ccc(C)cc2)S(=O)(=O)c2c(C)nn(C)c2C)cc(OC)c1
-4	1	7	4	-2	14	5	3	4	CC(C)N(C(=O)COc1ccc(Br)cc1Cl)C(C)C
-5	4	4	3	8	11	7	5	7	O=C(CSc1nnc(C2COc3ccccc3O2)o1)N1CCOCC1 (centres undefined)
16	-1	0	7	4	1	1	20	-1	CCN1CCN(c2ncnc3c2cnn3-c2ccc(C)cc2C)CC1
1	0	-2	3	-3	5	-7	-3	0	COc1ccc(-n2c(Cc3cccn3C)nnc2SCC(=O)Nc2ccc3c(c2)OCO3)cc1
3	-3	8	10	7	-2	4	9	-3	O=C(Cn1c(-c2ccc(Cl)cc2)noc1=O)N1CCN(c2ccccc2F)CC1
-8	-3	4	10	2	6	10	1	3	O=C(CSc1nnnn1C1CCCC1)NCc1ccc2c(c1)OCO2
/	0	/	/	/	4	/	9	6	COc1cc(C2C(C#N)=C(N)Oc3cc(C)n(CCN4CCOCC4)c(=O)c32)cc(OC)c1OC (centres undefined)
-2	0	11	6	-1	6	12	-1	3	Cc1c(N=Cc2ccncc2)c(=O)n(-c2ccccc2)n1C
14	-1	11	-1	3	1	4	11	0	COc1ccc(-c2nc(CN3CCC(C(=O)NC4CCCc5ccccc54)CC3)c(C)o2)cc1OC (centres undefined)
-14	-4	11	0	2	-4	1	-3	-1	COCCn1c(NCc2ccc(C)cc2)nc2c1c(=O)[nH]c(=O)n2C
/	3	/	/	/	4	/	-10	-1	Cc1ccc2[nH]c3c(c2c1)CN(C(=O)CN1CCN(c2ccccn2)CC1)CC3
/	-7	/	/	/	7	/	-469	15	CNC(=O)c1cc2c(ccc3ccccc32)oc1=N
-3	-1	-7	2	3	7	-32	-6	1	CCc1ccccc1-n1c(-c2ccncc2)n[nH]c1=S
11	8	1	-3	2	6	-5	13	-1	O=C(CSc1ncnc2c1oc1ccccc12)NCc1ccc(F)cc1
-6	-3	7	6	-19	-2	-2	6	1	COc1cc(NC(=O)CCc2ccccc2)c(C(=O)O)cc1OC
/	7	/	/	/	5	/	10	7	CCC(=O)Nc1cc(-c2nn(C)c(=O)c3ccccc23)ccc1N1CCCCC1
10	0	-2	20	-15	8	-5	13	5	O=C(O)C1CCCCC1C(=O)NCc1cn2ccccc2n1 (centres undefined)
0	-5	-3	2	4	3	3	2	3	Cc1ccc(C(=O)NCCCNCCCN(C)C)cn1
2	1	8	7	8	10	13	21	7	N#Cc1ccccc1CSc1ccccn1
-24	-10	-16	-33	6	0	-161	1	4	Cc1cc(C)cc(OCc2nnc(SCC(=O)c3ccccc3)o2)c1
14	-6	14	-4	-18	-2	-3	10	-2	Cc1cc(C)c2cc(C#N)c(SCC(=O)NCc3ccco3)nc2c1
1	-1	-8	-3	-19	8	-6	4	2	O=C(CSc1ccc2nnc(-c3ccc(F)cc3)n2n1)N1CCCCC1
16	2	1	3	4	0	-2	0	1	CC1(C)CC(=O)C(C(c2ccncc2)C2C(=O)CC(C)(C)CC2=O)C(=O)C1
0	4	9	4	0	-1	5	-4	4	COc1cc(N2CN=c3s/c(=C\c4ccccn4)c(=O)n3C2)cc(OC)c1OC
6	-5	9	3	1	-1	3	19	5	COc1ccc(Cl)cc1N1C(=O)C2CCCN2C1c1cccc(F)c1 (centres undefined)
-10	/	10	8	2	8	14	13	/	CCOCCCNC(=O)C1CCC(CNS(=O)(=O)c2ccc(F)cc2)CC1 (centres undefined)

(listing goes on)
CatS inh	JNK3 inh	CatG inh	FXIa mix inh	FXIIa mix inh	PKA kinase inh	C1s inh	CatL inh	ROCK2 inh	Compound
17	-12	-1	8	7	-4	-51	14	-1	O=S(=O)(Nc1ccc2c(c1)nc1n2CCN(Cc2ccccc2)C1)c1ccccc1
4	-1	-9	-1	3	6	-11	5	-3	O=c1cc(NC2CCCCCC2)[nH]c(=O)[nH]1
-5	7	6	-3	2	10	2	/	7	Cc1ccc(C)c(OCCCN2CCCC2)c1
0	5	2	2	15	9	-14	12	8	CC(C)(C)c1csc(NC(=O)c2cccs2)n1
8	0	10	4	3	8	3	4	6	COc1cccc(Oc2cnc(N)nc2-c2ccc(OC)cc2O)c1
4	-2	5	-4	3	9	12	18	5	CCNc1cccc2c1C(=O)N(C)C2=O
-3	-2	-3	7	11	-3	5	-2	-1	Cc1ccc(Nc2cc(C)nn2-c2nc(C)cc(C)n2)cc1
8	2	3	0	-14	0	6	5	-5	O=C(C1CCCCC1)N1CCC(c2nc3c(nnn3Cc3c(F)cccc3Cl)c(=O)[nH]2)CC1
-3	-2	4	6	1	9	-6	12	2	Cc1ccc(=O)n(C(C(=O)NCc2ccco2)C(=O)c2ccc(F)cc2)c1 (centres undefined)
12	1	14	5	7	7	0	-11	0	Cc1cc2oc(=O)cc(CN3CCc4ccccc43)c2cc1Cl
-4	-8	-2	7	1	-7	-19	/	-3	COC(=O)c1c(-c2cccc(OC)c2)csc1N
4	3	-11	4	6	3	-23	2	-2	O=C(Cc1cccs1)NCc1ccncc1
